# Bioassay records as filed in PubChem BioAssay.
# HIV fusion peptide – inhibitors of HIV fusion peptide binding, primary screen, biochemical, uHTS, fluorescence dequenching (AID 1986); inhibition, % at 20 µM; hits with a dose series show IC50 in µM; cell-free peptide binding, fluorescence dequenching, 30 min; higher % means a stronger effect; actives 0.3% (n = 290,000); in the data active = inhibition mostly above about 52%, no sharp cut-off; inactive = mostly below about 76%; note: some results filed as inactive read as strong as hits
# NOD1 NF-kB reporter – NOD1 signaling inhibitors, primary screen, cell-based, luminescence, uHTS (AID 1578); NOD1-driven NF-kB luciferase reporter cells, luminescence; higher % means a stronger effect; inhibition, % at 4 µM, or EC50 in µM where a hit was titrated; actives 1% (n = 290,000); in the data active = inhibition mostly above about 36%, no sharp cut-off; inactive = mostly below about 34%;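 note: HEK-293T reporter cells stimulated with the NOD1 agonist gamma-tri-DAP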
# GPR55 LPI antagonism – inhibition of LPI-stimulated GPR55 beta-arrestin translocation – imaging, U2OS, beta-arrestin-GFP, LPI agonist, primary screen (AID 2013) | inhibition, % at 10 µM, or IC50 in µM where a hit was titrated | actives 0.13% (n = 290,000) | U2OS GPR55 beta-arrestin-GFP translocation imaging, LPI antagonism; higher % means a stronger effect;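 active = spots per cell inhibited over 60%, with over 100 cells counted and total cytoplasm intensity under 500,000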;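 note: U2OS cells stably carrying GPR55 and arrestin-GFP stimulated by 5 µM LPI near EC80; imaged beta-arrestin-GFP aggregate spots per cell after agonist stimulation; plate controls were LPI-stimulated DMSO wells for no effect and DMSO wells without LPI for full effect; some results filed as inactive read as strong as hits; confirmed hits need IC50 under 10 µM and bright autofluorescent wells are also inconclusive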
# Rac1 GTP hydrolysis – MgcRacGAP GTPase-activating activity inhibitors, confirmation, biochemical, ADP Hunter fluorescence. MgcRacGAP-stimulated Rac1 GTP hydrolysis, ADP Hunter fluorescence; higher % means a stronger effect; GST-tagged Rac1 F28L mutant substrate. inhibition, % at 30 µM, or IC50 in µM where a hit was titrated. actives 0.6% (n = 340,000). AID 624330;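 active = first-screen hits whose inhibition reached a set limit at any dose in the follow-up dose series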;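 note: fluorescence reports GDP produced by GAP-driven GTP hydrolysis; strong numbers were not always called active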
# NOD2 inhibition – NOD2 signaling inhibitors, cell-based, luminescence, uHTS, HEK293 (AID 1566); HEK293 NOD2/NF-kB luciferase reporter, luminescence; higher % means a stronger effect; inhibition, % at 4 µM; hits with a dose series show EC50 in µM; actives 0.63% (n = 290,000); note: many of its hits are not listed in these tables
# GPR55 activation – selective activators of receptor GPR55 – imaging, U2OS cells, beta-arrestin-GFP redistribution, primary screen (AID 1961); U2OS GPR55 beta-arrestin-GFP redistribution imaging; higher % means a stronger effect; one-dose activation, % at 10 µM; EC50 in µM for titrated hits; actives 0.048% (n = 290,000);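 active = activation above 40% with more than 50 cells counted in the well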;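 note: U2OS osteosarcoma cells stably expressing GPR55 and beta-arrestin-GFP; plate controls were DMSO negative control for no effect and LPI positive control for full effect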
# SV40 large T antigen – TAg ATPase/helicase activity blockers – biochemical (AID 1903); SV40 large T antigen ATPase/helicase inhibition assay; higher % means a stronger effect; actives 0.39% (n = 310,000); inhibition, % at 20 µM, or IC50 in µM where a hit was titrated; in the data active = a potency from the dose series; note: strong numbers were not always called active
# KOR beta-arrestin-1 – kappa opioid receptor blockers – cell-based, luminescence, uHTS (AID 1778). KOR beta-arrestin recruitment, luminescence, antagonist mode; higher % means a stronger effect. inhibition, % at 10 µM, or IC50 in µM where a hit was titrated. actives 0.091% (n = 290,000); note: strong numbers were not always called active
# KOR beta-arrestin-2 – kappa opioid receptor activators – cell-based, luminescence, uHTS, primary screen (AID 1777) | KOR beta-arrestin recruitment, luminescence; higher % means a stronger effect | activation, % at 10 µM, or EC50 in µM where a hit was titrated | actives 0.02% (n = 280,000); in the data active = activation above about 50%, passing the limit was not always enough; note: a part of the inactive calls stands beside numbers as strong as those of hits
# An asterisk follows results filed as active; · = no result given; [ ] = remark or other dose. Cut-off read from the data, not from the text of the source, unless noted: active = inhibition above about 50%; inactive = the rest.
HIV fusion peptide,NOD1 NF-kB reporter,GPR55 LPI antagonism,Rac1 GTP hydrolysis,NOD2 inhibition,GPR55 activation,SV40 large T antigen,KOR beta-arrestin-1,KOR beta-arrestin-2,Molecule
0.3%,5%,6%,8%,14%,0.3%,-10%,-16%,6.6%,CCN(CCN1CCCC1)C(=O)C1CCC(=O)N(CCCN2CCOCC2)C1 (stereo not drawn)
-1.4%,-17%,-2%,12%,-12%,0.3%,0%,4%,0.6%,CCN(CC)CCNC(=O)CCc1nnc2ccc(N3CCC(C)CC3)nn12
-0.5%,-16%,8%,-3%,-10%,-0.2%,-6%,-13%,2.0%,Cc1ccccc1S(=O)(=O)N(CC(O)CN1CCCCC1)c1ccccc1 (stereo not drawn)
-0.8%,-29%,1%,1%,3%,0.2%,21%,-40%,2.9%,COCCNC(=O)C1=NOC(Cn2cc(C#N)c(=O)n(C)c2=O)C1 (stereo not drawn)
-0.9%,-10%,0%,8%,-93%,0.1%,6%,11%,-1.0%,C/C(=N\Nc1cccc2cccnc12)c1ccccn1
-1.0%,-44%,4%,4%,-19%,-0.2%,9%,18%,-2.8%,COC(=O)C1=C(C)Nc2ccc(C)cc2S1
2.7%,-20%,-4%,3%,9%,0.0%,0%,-46%[20 µM],-2.0%,COc1ccc(CC(=O)Nc2cc(NC(=O)Cc3ccc(OC)c(OC)c3)cc(C(=O)O)c2)cc1OC
1.9%,-92%,2%,4%,5%,0.0%,11%,-35%,2.4%,CSc1ccc(/C=N\NC(=O)COc2ccc(Cl)cc2Br)cc1
0.2%,-4%,5%,10%,3%,-0.2%,5%,19%,-3.3%,C=CCc1ccc(OCCCCNC(C)CC)c(OC)c1 (stereo not drawn)
3.0%,-30%,-3%,2%,30%,-0.1%,3%,-7%,-3.1%,CCC(C)C(=O)Nc1cc(Cl)ccc1C(=O)O (stereo not drawn)
1.0%,-2%,11%,-3%,6%,-0.1%,-4%,-4%,-8.3%,COc1ccc(Cn2c(N)c(C#N)c3nc4ccccc4nc32)cc1OC
-1.3%,47%,11%,11%,-5%,-0.1%,-45%,-44%,-1.3%,COc1ccccc1C(=O)NCC(=O)N/N=C/c1cc(Br)ccc1OCc1ccccc1
-2.3%,-13%,1%,3%,15%,-0.2%,-4%,-6%,2.3%,COc1ccc(C)cc1NC(=O)CSc1nnc(CC(=O)Nc2ccccc2C)n1C
0.2%,-14%,6%,3%,16%,-0.2%,-2%,-2%,-1.1%,CCC(C(=O)NCc1ccncc1)c1ccccc1 (stereo not drawn)
-2.3%,15%,1%,10%,-1%,0.8%,4%,12%,-4.8%,CCCc1nnc(NC(=O)Cn2c(=O)oc3ccccc32)s1
0.6%,1%,1%,8%,10%,-0.1%,0%,-4%,-4.9%,Cc1ccc(/C=C/c2ccc(=O)n(Cc3ccc(Cl)cc3Cl)n2)cc1
-0.9%,-7%,1%,8%,-20%,-0.1%,-4%,-26%,3.8%,Cc1cccn2c(=O)c3cc(C(=O)N4COCC4(C)C)n(C)c3nc12
0.1%,8%,4%,11%,-4%,-0.1%,4%,-44%[20 µM],-0.7%,COc1nc(Nc2cccc(F)c2)nc(OC)n1
-0.6%,-11%,-2%,1%,18%,0.2%,10%,-6%[20 µM],-5.0%,C[C@@H](CN1C(=O)C(=O)NC[C@@H]1Cc1ccc(O)cc1)NC(=O)Cc1ccccc1
2.3%,-44%,12%,3%,-12%,0.0%,4%,-37%,2.3%,NC(=O)Cc1cn(-c2ncc(C(F)(F)F)cc2Cl)c2ccccc12
4.2%,-22%,7%,0%,-3%,-0.2%,-3%,32%,-1.1%,CC(C)(C)n1nnnc1C(c1cccnc1)N1CCN(C2CCCCC2)CC1 (stereo not drawn)
-1.5%,35%,-6%,-1%,0%,-0.3%,2%,-14%,0.5%,CCOCCCn1c(=S)[nH]c2cc(C(=O)NC3CCCCC3C)ccc2c1=O (stereo not drawn)
8.3%,-39%,4%,8%,-4%,0.8%,4%,22%,-0.4%,Cc1cc(C(=O)NCc2cc(C(=O)O)co2)co1
-0.4%,-11%,15%,15%,13%,0.0%,12%,-22%,-0.7%,COc1ccc(N2CCN(CC(=O)Nc3ncc(C)s3)CC2)cc1

# The last two compounds of the section above lead into the next:
HIV fusion peptide,NOD1 NF-kB reporter,GPR55 LPI antagonism,Rac1 GTP hydrolysis,NOD2 inhibition,GPR55 activation,SV40 large T antigen,KOR beta-arrestin-1,KOR beta-arrestin-2,Molecule
8.3%,-39%,4%,8%,-4%,0.8%,4%,22%,-0.4%,Cc1cc(C(=O)NCc2cc(C(=O)O)co2)co1
-0.4%,-11%,15%,15%,13%,0.0%,12%,-22%,-0.7%,COc1ccc(N2CCN(CC(=O)Nc3ncc(C)s3)CC2)cc1
35%,49%,17%,21%,-53%,-0.1%,26%,-54%,2.2%,Cc1cc2cc(C=C(C#N)C#N)c(Cl)nc2cc1C
-1.5%,-27%,7%,5%,-12%,0.2%,15%,-1%,-4.8%,CCN1CCC(NC(=O)Nc2ccccc2C(=O)OC)CC1
-1.1%,-21%,1%,12%,18%,-0.2%,29%,7%,0.2%,Cc1c(NC(=O)Nc2cccc(Cl)c2Cl)c(=O)n(-c2ccccc2)n1C
-0.8%,-23%,2%,5%,8%,0.3%,8%,-46%,0.6%,COC(=O)c1cccc(-n2c(C)cc(C=O)c2C)c1
1.4%,-26%,-7%,1%,-8%,-0.1%,2%,-3%,-3.5%,CN(Cc1ccccc1)S(=O)(=O)c1ccc(OCC(=O)NCc2ccccn2)cc1
3.2%,8%,99%,4%,-5%,-0.1%,14%,23%,-0.9%,CC(C)c1nc(N2CCN(C(=O)c3ccco3)CC2)c2c3c(sc2n1)CCCC3
-1.2%,-1%,2%,17%,-147%,-0.1%,3%,-2%,4.8%,Brc1c(-c2ccccc2)nc2n1Cc1ccccc1-2
-1.0%,-56%,0%,2%,-50%,-0.1%,4%,14%[20 µM],-4.2%,Cc1nc2oc3ccc(F)cc3c(=O)c2cc1C(=O)NC(C)(C)C
-1.4%,-32%,-2%,2%,8%,-0.2%,0%,0%,1.9%,O=C(COC(=O)CNC(=O)c1ccccc1)Nc1ccc(Cl)cc1C(F)(F)F
55%,-7%,-2%,4%,9%,0.0%,23%,28%,-4.8%,O=C(Cc1ccc(Cl)cc1)Nc1cccc(C(=O)Nc2ccccc2C(=O)O)c1
0.8%,-27%,8%,5%,0%,0.5%,7%,28%,-0.7%,Cc1ccc(CN2CCN(CC(=O)N/N=C/c3c[nH]c4ccccc34)CC2)cc1
1.5%,16%,3%,1%,6%,0.0%,-2%,-3%,4.5%,O=C(c1cc(-c2ccc(Cl)cc2)n(-c2cc(Cl)ccc2Cl)n1)N1CCOCC1
2.4%,-10%,-9%,3%,1%,-0.1%,21%,-22%,11%,COc1ccc(CCN(C)C(=O)c2ccc(S(=O)(=O)Nc3ccccc3F)cc2)cc1OC
1.9%,-18%,10%,1%,3%,0.3%,19%,-7%,0.0%,CSCC[C@H](NC(=O)[C@@H]1CSC2c3ccccc3C(=O)N21)C(=O)NCc1ccco1 (stereo partly drawn)
-0.7%,8%,11%,3%,-60%,0.1%,3%,19%,-3.5%,Cc1ccc(NC(=O)Nc2ccc([N+](=O)[O-])cc2)nc1
-0.7%,-12%,4%,9%,11%,-0.4%,2%,-3%,-6.6%,COc1ccc2cc(C(=O)NCCO)sc(=O)c2c1OC
-0.9%,-15%,5%,-5%,17%,0.0%,8%,-4%,-2.6%,COc1ccc(NC(=O)CCc2nnc3ccc(N4CCC(C)CC4)nn23)cc1OC
0.1%,-20%,11%,3%,10%,0.0%,22%,33%,-0.7%,CC1Cn2c(nnc2-c2cccc(Cl)c2)S1 (stereo not drawn)
1.0%,-31%,30%,-4%,-26%,0.6%,·,-25%,0.9%,Cc1ccc(NC(=O)/C(CN(C)C)=N\O)cc1
-1.7%,21%,-2%,2%,0%,0.2%,13%,-54%,2.7%,CCCC(C)NC(=O)c1ccc(F)cc1 (stereo not drawn)
-0.8%,47%,4%,4%,4%,-0.4%,24%,27%,0.2%,O=S(=O)(Nc1ccccn1)c1ccc(C2CCCCC2)cc1
14%,-7%,-8%,0%,-6%,0.3%,11%,-22%,5.4%,O=S(=O)(c1ccc2c(c1)OCCO2)N1CCN(Cc2ccccc2)CC1
-1.4%,-1%,97%,3%,9%,0.5%,7%,34%,1.0%,CCOc1cc(C2C(C(=O)OC)=CN(Cc3ccc(Cl)cc3)C=C2C(=O)OC)ccc1O
-0.1%,-12%,-10%,13%,19%,-0.1%,23%,-25%,-0.1%,CCOc1ncccc1C(=O)OCc1ccc(C(=O)OC)o1

# Entries of single compounds, quoted from the list.
# Cc1ccc(NC(=O)Nc2ccc([N+](=O)[O-])cc2)nc1 is entered as HIV fusion peptide: -0.7%; NOD1 NF-kB reporter: 8%; GPR55 LPI antagonism: 11%; Rac1 GTP hydrolysis: 3%; NOD2 inhibition: -60%; GPR55 activation: 0.1%; SV40 large T antigen: 3%; KOR beta-arrestin-1: 19%; KOR beta-arrestin-2: -3.5%
# CCCC(C)NC(=O)c1ccc(F)cc1 (stereo not drawn) is entered as HIV fusion peptide: -1.7%; NOD1 NF-kB reporter: 21%; GPR55 LPI antagonism: -2%; Rac1 GTP hydrolysis: 2%; NOD2 inhibition: 0%; GPR55 activation: 0.2%; SV40 large T antigen: 13%; KOR beta-arrestin-1: -54%; KOR beta-arrestin-2: 2.7%

# (listing goes on)
HIV fusion peptide,NOD1 NF-kB reporter,GPR55 LPI antagonism,Rac1 GTP hydrolysis,NOD2 inhibition,GPR55 activation,SV40 large T antigen,KOR beta-arrestin-1,KOR beta-arrestin-2,Molecule
0.9%,6%,-5%,12%,14%,0.5%,0%,-38%,3.4%,CCCCCCOC(=O)Cc1c(C)nc(-c2ccccc2)[nH]c1=O
-2.4%,·,19%,5%,11%,0.3%,3%,-3%,1.6%,N#Cc1ccccc1Sc1ccccc1C(=O)Nc1ccc(Br)cc1
1.3%,4%,3%,7%,6%,-0.3%,7%,6%,5.7%,Cn1c(=O)c2c(nc(CN3CCOCC3)n2CCCc2ccccc2)n(C)c1=O
13%,-6%,11%,20%,10%,0.0%,16%,0%,-2.9%,Cc1c(Cl)cccc1NC(=O)CSCc1cc(=O)[nH][nH]1
2.1%,-5%,26%,-1%,6%,-0.1%,21µM*,25%,1.4%,O=[N+]([O-])c1c(NCCO)cc(Sc2nc3ccccc3s2)c2nonc12

# Sorted by value in Rac1 GTP hydrolysis (rising): 3 from the list above.
structure	Rac1 GTP hydrolysis
N#Cc1ccccc1Sc1ccccc1C(=O)Nc1ccc(Br)cc1	5%
Cn1c(=O)c2c(nc(CN3CCOCC3)n2CCCc2ccccc2)n(C)c1=O	7%
CCCCCCOC(=O)Cc1c(C)nc(-c2ccccc2)[nH]c1=O	12%

# A portion of the library, so the mix of outcomes need not match the whole.
